# Compound activity as filed in PubChem BioAssay.
# CRFBP-R2 block: antagonists of CRF-binding protein/CRF-R2 receptor complex; HEK293 CRF-R2/CRF-BP, CRF-induced calcium fluorescence; 350,000 tested, 0.59% active; inhibition, % at 11.8 µM;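 active = inhibition of the ligand-induced calcium signal above about 50% at the single tested concentration, limit read from the data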
# CHRM1 PAM: human CHRM1 positive allosteric modulation. P11229. CHO-K1 hM1, Fluo-8 calcium fluorescence, ACh EC20; 0% = ACh EC20, 100% = maximal ACh. activation, % at 3 µM. 360,000 tested, 0.088% active. AID 588819; in the data active = activation above about 19%, passing the limit was not always enough
# CHRM5 antagonist: blocks acetylcholine activation of human M5 receptor | inhibition, % at 3 µM | P08912 | 360,000 tested, 0.59% active | CHO-hM5 cells, Fluo-8 calcium fluorescence, ACh EC80;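 active = inhibition above a per-plate cutoff, the mean of that plate's test compounds plus 3 SD, cut at about 27% in these data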;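 note: 0% = acetylcholine EC80 with DMSO and 100% = DMSO without agonist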
# Target sequence (P08912 whole entry, looked up): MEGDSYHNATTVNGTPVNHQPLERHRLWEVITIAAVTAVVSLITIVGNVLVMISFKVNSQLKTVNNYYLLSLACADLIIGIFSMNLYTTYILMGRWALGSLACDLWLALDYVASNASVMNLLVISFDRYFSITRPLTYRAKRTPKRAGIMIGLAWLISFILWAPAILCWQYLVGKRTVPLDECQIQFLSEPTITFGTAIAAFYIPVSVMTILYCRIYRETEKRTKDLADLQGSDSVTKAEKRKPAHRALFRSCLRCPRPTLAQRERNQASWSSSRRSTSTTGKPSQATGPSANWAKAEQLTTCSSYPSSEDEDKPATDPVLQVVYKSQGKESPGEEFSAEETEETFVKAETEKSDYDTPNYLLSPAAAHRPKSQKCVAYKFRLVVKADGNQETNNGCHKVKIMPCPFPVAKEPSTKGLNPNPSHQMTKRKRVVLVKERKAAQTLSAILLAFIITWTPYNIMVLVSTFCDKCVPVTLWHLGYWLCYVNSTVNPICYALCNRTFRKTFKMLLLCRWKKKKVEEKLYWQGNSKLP
# M4 PAM: potentiates acetylcholine response at human M4 receptor; P08173; CHO-K1 hM4/Gqi5, Fluo-8 calcium fluorescence, ACh EC20; 0% = ACh EC20, 100% = maximal ACh; 360,000 tested, 0.4% active; activation, % at 3 µM; AID 624126;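 active = activation above its plate's cutoff, the mean activation of sample wells plus 3 SD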; note: some results filed as inactive read as strong as hits
# M5 ag: agonists of human muscarinic M5 receptor (CHRM5); P08912; CHO-K1 hM5 cells, Fluo-8 calcium fluorescence; 0% DMSO wells, 100% maximal acetylcholine response; activation, % at 3 µM; 360,000 tested, 0.19% active;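 active = activation above the run's mean over test compounds plus 3 SD, cut at about 23% in these data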;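 note: signal is peak over basal fluorescence ratio across the kinetic read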
# M4 antag: CHRM4 antagonism in calcium assay; inhibition, % at 3 µM; P08173; CHO-hM4 cells, ACh EC80, Fluo-8 calcium fluorescence; 360,000 tested, 0.73% active;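 active = inhibition above its plate's cutoff, the mean inhibition of sample wells plus 3 SD, cut at about 27% in these data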;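 note: 0% = acetylcholine EC80 with DMSO and 100% = DMSO without agonist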
# CRFBP-R2 agonist: agonists of human CRF-binding protein/CRF-R2 receptor complex; activation, % at 13.2 µM; HEK293 CRF-R2/CRF-BP, calcium dye fluorescence (FLIPR); percent of saturating CRF peptide response; 350,000 tested, 0.46% active;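 active = activation of at least 50%, plus an integration ratio under a set limit after plate pattern correction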;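 note: plate controls were neutral control wells without compound for no effect and CRF at EC100 for full effect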
# M4 ag: agonists of human muscarinic M4 receptor (CHRM4); activation, % at 3 µM; CHO-K1 hM4/Gqi5, Fluo-8 calcium fluorescence; vehicle 0%, full acetylcholine response 100%; 360,000 tested, 0.14% active; P08173;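 active = activation above the run mean over all test wells plus 3 SD, cut at about 32% in these data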;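 note: peak over basal fluorescence ratio per well then scaled between controls; 0% = DMSO wells and 100% = acetylcholine at EC100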
# CHRM5 PAM: CHRM5 positive allosteric modulation. AID 624038. P08912. 360,000 tested, 0.3% active. activation, % at 3 µM. CHO-K1 hM5, Fluo-8 calcium, ACh EC20 PAM; 0% = ACh EC20, 100% = ACh EC100;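 active = activation above the run cutoff, the mean activation of all test compounds plus 3 SD, cut at about 18% in these data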
#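 System: CHO-K1 cell line with stable human muscarinic M5 receptor expression | Also added: EC20 acetylcholine as agonist stimulus | Compound: One concentration, 3 µM final (nominal) | Timing: Fluo-8 loading 80 min at 37 °C plus 30 min room temperature | Measured by: Fluo-8 calcium dye fluorescence, kinetic read | Read-out basis: % activation, ACh-normalized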
# The depositor's hits bear a star; nt = no result given. Random draw from the library; 2.6% or so of the library scored in one or more.
SMILES,CRFBP-R2 block,CHRM1 PAM,CHRM5 antagonist,M4 PAM,M5 ag,M4 antag,CRFBP-R2 agonist,M4 ag,CHRM5 PAM
CNc1c(N)c(=O)oc2ccccc12,19,7,10,0,-6,2,-0.3,1,-4
CCCCNC(=O)c1ccc2c(c1)N(C)C(=O)c1ccccc1S2,-26,9,-2,7,-2,-5,0.1,4,2
Cc1c(Cl)cccc1NC(=S)N1CCc2ccccc2C1,-16,2,-12,2,-6,-4,0.2,0,5
CC(C)CC1C(=O)N(Cc2cn(Cc3ccco3)nn2)CCS(=O)(=O)N1Cc1ccc(-c2cccc(CO)c2)cc1 (stereo not given),-4,-11,3,-9,1,-1,-0.4,16,-2
CC(NS(=O)(=O)c1ccc(F)cc1)C(=O)NCc1ccncc1 (stereo not given),0,4,3,0,-8,3,-1.2,0,6
COc1ccc(OCC(=O)NCCS(=O)(=O)N2CCN(c3ccc(F)cc3)CC2)cc1,0,9,3,-6,0,-4,-2.6,3,5
O=C(NCC1CCCO1)c1cccc(N2C(=O)C3C4C=CC(C4)C3C2=O)c1 (stereo not given),6,6,-6,-2,1,6,-0.2,1,0
CC1(C)CC2(CCO1)N1CC3(C)CN2CC(C)(C1)C3O (stereo not given),0,4,4,2,-2,3,-1.0,1,-4
CC(=O)C1=C(O)CC(c2ccccc2)CC1=NCCc1ccccc1 (stereo not given),6,4,12,-1,-7,1,-1.9,2,-2
CCOC(=O)C1(C)CCCN1C(=O)c1ccc(OC)c(F)c1 (stereo not given),nt,9,-2,9,2,-19,nt,0,-3
O=C(NC1CCSc2ccccc21)c1cccc(S(=O)(=O)N2CCOCC2)c1 (stereo not given),10,-6,7,-7,0,7,-2.0,4,-10
COc1ccc(NC(=S)NNC(=O)COc2ccc(Cl)cc2Cl)cc1,-55,-2,1,-3,2,0,-1.9,3,-4
CC(=O)Nc1ccc(-c2csc(NC(=O)C3=COCCO3)n2)cc1,11,7,-1,3,2,-7,0.6,3,1
CCCCCCc1nc2ccccc2c(=O)n1NC(=O)c1c(O)c2c(n(CC(C)C)c1=O)CCCC2,22,7,7,3,-4,2,5.8,0,-5
CCOc1ccsc1C(=O)NNC(=O)c1ccco1,-5,11,0,8,-1,-8,3.9,1,3

# Whole records as entered above. Order of screens: CRFBP-R2 block, CHRM1 PAM, CHRM5 antagonist, M4 PAM, M5 ag, M4 antag, CRFBP-R2 agonist, M4 ag, CHRM5 PAM
# CC(=O)C1=C(O)CC(c2ccccc2)CC1=NCCc1ccccc1 (stereo not given) across the screens: 6, 4, 12, -1, -7, 1, -1.9, 2, -2
# CC(C)CC1C(=O)N(Cc2cn(Cc3ccco3)nn2)CCS(=O)(=O)N1Cc1ccc(-c2cccc(CO)c2)cc1 (stereo not given) across the screens: -4, -11, 3, -9, 1, -1, -0.4, 16, -2

# Next results.
SMILES,CRFBP-R2 block,CHRM1 PAM,CHRM5 antagonist,M4 PAM,M5 ag,M4 antag,CRFBP-R2 agonist,M4 ag,CHRM5 PAM
CC(C)CN(C(=O)CN1CCOCC1)c1c(N)n(CC(C)C)c(=O)[nH]c1=O,-1,-7,9,-4,1,13,1.6,0,-4
CCOC(=O)N1CCN(C(=O)C[C@@H]2C[C@@]3(C(=O)OCC)CCCC=C3N(Cc3ccco3)C2=O)CC1,nt,nt,-9,15,5,-6,nt,-2,2
Cc1c(Cl)cccc1NC(=O)c1ccco1,11,-4,-4,-2,4,3,-2.1,0,0
COC(=O)C1(C(=O)OC)C/C=C\CN(S(=O)(=O)c2ccccc2[N+](=O)[O-])CCC1,nt,nt,-5,-7,7,-5,nt,13,-4
CN(c1ccccc1)S(=O)(=O)c1ccc(NC(=S)NC(=O)C2CC2)cc1,-19,-14,-3,1,-5,-1,-0.1,5,-8
Cc1nnc(SCc2nnc(-c3ccc(Cl)cc3)o2)n1-c1ccccc1,-18,6,4,5,1,-4,1.8,2,-2
Cc1cc(OCC(=O)N(C)Cc2ccccc2)ccc1Cl,-3,-3,3,-4,0,4,-4.8,1,-7
CN(C(=O)C(C)(C)C)C1c2c(ccc3ccccc23)OCC1CO (stereo not given),-37,6,10,-2,2,2,2.0,9,-2
COCC1CCN(Cc2nc(COc3ccccc3)no2)C1 (stereo not given),14,2,5,6,-2,-10,1.1,1,3

# A draw from above in order of length of the SMILES, smallest number first.
SMILES,CRFBP-R2 block,CHRM1 PAM,CHRM5 antagonist,M4 PAM,M5 ag,M4 antag,CRFBP-R2 agonist,M4 ag,CHRM5 PAM
CCOc1ccsc1C(=O)NNC(=O)c1ccco1,-5,11,0,8,-1,-8,3.9,1,3
COCC1CCN(Cc2nc(COc3ccccc3)no2)C1 (stereo not given),14,2,5,6,-2,-10,1.1,1,3
Cc1cc(OCC(=O)N(C)Cc2ccccc2)ccc1Cl,-3,-3,3,-4,0,4,-4.8,1,-7
COc1ccc(NC(=S)NNC(=O)COc2ccc(Cl)cc2Cl)cc1,-55,-2,1,-3,2,0,-1.9,3,-4
CC(=O)Nc1ccc(-c2csc(NC(=O)C3=COCCO3)n2)cc1,11,7,-1,3,2,-7,0.6,3,1
CN(c1ccccc1)S(=O)(=O)c1ccc(NC(=S)NC(=O)C2CC2)cc1,-19,-14,-3,1,-5,-1,-0.1,5,-8
CC(C)CN(C(=O)CN1CCOCC1)c1c(N)n(CC(C)C)c(=O)[nH]c1=O,-1,-7,9,-4,1,13,1.6,0,-4
CCCCCCc1nc2ccccc2c(=O)n1NC(=O)c1c(O)c2c(n(CC(C)C)c1=O)CCCC2,22,7,7,3,-4,2,5.8,0,-5
COC(=O)C1(C(=O)OC)C/C=C\CN(S(=O)(=O)c2ccccc2[N+](=O)[O-])CCC1,nt,nt,-5,-7,7,-5,nt,13,-4
CCOC(=O)N1CCN(C(=O)C[C@@H]2C[C@@]3(C(=O)OCC)CCCC=C3N(Cc3ccco3)C2=O)CC1,nt,nt,-9,15,5,-6,nt,-2,2
